Screening results: PubChem, several laboratories
IMP-1 inhibitor: inhibitors of Pseudomonas aeruginosa IMP-1 metallo-beta-lactamase | purified IMP-1, nitrocefin hydrolysis, epi-absorbance fluorescence | inhibition, % at 5.6 µM | 290,000 tested, 0.45% active | AID 1556;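 active = inhibition above the mean plus 3 SD of all compounds in the same screening run, cut at about 4.5% in these data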;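 also: 0% = IMP-1 with DMSO and 100% = DMSO wells lacking enzyme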
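System: purified IMP-1 / Input: IMP-1 dispensed at 0.2 nM / Medium: 50 mM HEPES pH 7.1, 50 µM ZnSO4, 0.05% Brij 35 / Timing: 15 min enzyme–compound preincubation, then 25 min nitrocefin reaction, 25 °C / Technique: plate fluorescence quenching by hydrolysis product, ex 480/em 530 nm / Repeats: singlicate testing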
DNA FID counter: displaces DNA intercalator in HCV helicase counter-screen. DNA fluorescent intercalator displacement, fluorescence. inhibition, % at 7.9 µM. 290,000 tested, 0.17% active. AID 1845; in the data active = inhibition above about 37%;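 also: 0% = vehicle and 100% = reference compound; higher means more ethidium bromide displaced from hairpin DNA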
PHOSPHO1 inh: blocks human PHOSPHO1 phosphatase activity; Q8TCT1; recombinant PHOSPHO1, absorbance phosphatase assay; inhibition, % at 13.3 µM; 290,000 tested, 1.1% active; AID 1565; in the data active = inhibition above about 60%
Target sequence (Q8TCT1 whole entry, looked up): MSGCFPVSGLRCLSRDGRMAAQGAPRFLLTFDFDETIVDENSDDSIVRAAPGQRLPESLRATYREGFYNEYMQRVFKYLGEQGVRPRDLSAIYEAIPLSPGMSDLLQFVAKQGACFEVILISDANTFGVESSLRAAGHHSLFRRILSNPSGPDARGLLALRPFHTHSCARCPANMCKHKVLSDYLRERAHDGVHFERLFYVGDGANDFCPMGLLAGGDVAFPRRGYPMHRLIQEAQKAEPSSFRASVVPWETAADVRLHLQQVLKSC
GPR7 antagonist: human neuropeptides B/W receptor 1 antagonism. 290,000 tested, 1.1% active. P48145. GPR7-expressing cells, fluorescence antagonist assay. inhibition, % at 4.4 µM; in the data active = inhibition above about 16%, passing the limit was not always enough;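 also: cells stimulated with the agonist NPW; 0% = agonist with vehicle and 100% = vehicle without agonist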
HCV NS3 hel inh: HCV NS3 helicase inhibition | inhibition, % at 10.9 µM | AID 1800 | NS3 helicase DNA unwinding, Cy5 molecular beacon fluorescence | 290,000 tested, 0.56% active;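 active = inhibition above the mean of all tested compounds plus 3 SD, set per campaign, cut at about 35% in these data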;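 also: 0% = DMSO wells and 100% = thioflavine S control wells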
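Assay system: hepatitis C virus NS3 helicase domain fragment enzyme. Also added: annealed dual-labelled DNA beacon duplex, ATP-started. Timing: 1 h reaction at 25 °C, ATP-initiated. Technique: Cy5 fluorescence at 0 and 60 min, beacon hairpin quenching. Evaluation: % inhibition of unwinding. Replication: one well per compound.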
VIM-2 inh: blocks Pseudomonas aeruginosa VIM-2 metallo-beta-lactamase. inhibition, % at 5.6 µM. 290,000 tested, 0.89% active. purified VIM-2, nitrocefin hydrolysis, epi-absorbance fluorescence. AID 1527;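 active = inhibition above the mean of all tested compounds plus 3 SD, cutoff set per screening run, cut at about 7.5% in these data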;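 also: red hydrolysis product quenches plate fluorescence so inhibitors raise well fluorescence; 0% = enzyme with DMSO and 100% = DMSO without enzyme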
GalR3 antag: human GalR3 antagonism | O60755 | HEK293 GalR3-CNG cAMP membrane potential fluorescence; galR3 body fused to GalR1 C-terminus | inhibition, % at 3 µM | 360,000 tested, 0.44% active;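 active = inhibition above the screen-wide average plus 3 SD, cut at about 13% in these data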;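 also: forskolin and galanin both at EC90 stimulate the cells; cAMP rise reported by CNG channel membrane potential dye signal; 0% = forskolin plus galanin with DMSO and 100% = forskolin alone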
V1R ag counter: activates human V1a receptor in oxytocin agonist counter-screen; P37288; CHO-V1R cells, Fluo-8 calcium fluorescence, agonist mode; 0% DMSO, 100% 3 nM vasopressin; activation, % at 3 µM; 320,000 tested, 0.25% active; AID 2797;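 active = activation above the mean activation of all tested compounds plus 3 SD, per screening run, cut at about 20% in these data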;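 also: signal is peak over basal fluorescence ratio across a 100 second FLIPR read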
OXTR agonist: human OXTR agonism; P30559; CHO-OTR cells, Fluo-8 calcium fluorescence; normalized: DMSO 0%, oxytocin 100%; activation, % at 3 µM; 320,000 tested, 0.32% active;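 active = activation above the mean of all tested compounds plus 3 SD, cutoff set per screening run, cut at about 20% in these data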;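 also: peak over basal fluorescence ratio from a 100 s FLIPR kinetic read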
Target sequence (P30559 whole entry, looked up): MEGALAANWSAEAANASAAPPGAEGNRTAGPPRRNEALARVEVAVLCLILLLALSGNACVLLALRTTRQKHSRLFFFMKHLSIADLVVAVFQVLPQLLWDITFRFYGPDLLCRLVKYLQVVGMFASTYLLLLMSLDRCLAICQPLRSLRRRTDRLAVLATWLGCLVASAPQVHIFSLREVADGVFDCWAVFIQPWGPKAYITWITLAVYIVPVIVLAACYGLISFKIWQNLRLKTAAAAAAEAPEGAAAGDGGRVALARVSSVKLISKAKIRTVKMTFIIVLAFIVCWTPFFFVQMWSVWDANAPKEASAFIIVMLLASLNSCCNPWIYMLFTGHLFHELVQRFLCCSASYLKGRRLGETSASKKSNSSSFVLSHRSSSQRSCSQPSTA
* hit, by the source's call; / = no result given. Rows are unselected, and some 4.3% of all compounds hit somewhere here.

Letter code – A = IMP-1 inhibitor; B = DNA FID counter; C = PHOSPHO1 inh; D = GPR7 antagonist; E = HCV NS3 hel inh; F = VIM-2 inh; G = GalR3 antag; H = V1R ag counter; I = OXTR agonist
compound: O=C(CCNS(=O)(=O)c1ccc2[nH]c(=O)oc2c1)NCc1ccccc1
  A: -1.4; B: 1; C: 17; D: -2; E: -1; F: 1.6; G: -7; H: -0.5; I: 0.8

compound: COc1ccc(NC(=O)c2cc3c(Cl)nc4ccccc4c3s2)c(OC)c1
  A: -0.7; B: 1; C: 2; D: 3; E: 6; F: -0.7; G: -1; H: 0.6; I: 2.2

compound: CCOc1ccccc1NC(=O)N1C2CCCC1CC(NC(=O)C1CC1)C2 (stereo unspecified)
  A: 0.0; B: -9; C: 29; D: 4; E: 1; F: -2.9; G: -2; H: -0.6; I: -0.3

compound: COC(=O)CSc1nc2c(c(-c3ccc(O)cc3)c1C#N)CCCC2
  A: -1.9; B: -18; C: 17; D: -4; E: -6; F: -1.3; G: -7; H: 0.4; I: -0.6

compound: COC(C(=O)Nc1ccc(C(C)=O)cc1)c1ccccc1 (stereo unspecified)
  A: -2.1; B: -3; C: -9; D: 2; E: 4; F: -1.8; G: -2; H: 0.5; I: 0.4

compound: CNC(=O)C1CCC(=O)N1Cc1ccc(C)cc1 (stereo unspecified)
  A: -2.5; B: -3; C: 4; D: 9; E: -7; F: -3.0; G: -4; H: 1.0; I: 0.6

compound: CSc1ccc(/C=C(\NC(=O)c2ccco2)C(=O)N2CCCCC2)cc1
  A: -0.6; B: -45; C: 47; D: 1; E: 0; F: 1.9; G: -4; H: /; I: /

compound: Cc1ccc2nc(-c3ccc(N4C(=N)SC5CS(=O)(=O)CC54)cc3)sc2c1 (stereo unspecified)
  A: -5.2; B: 13; C: -19; D: 7; E: -24; F: -1.9; G: 1; H: 0.9; I: 1.2

compound: CCCOC(=O)c1ccc(N2C(=O)c3ccccc3C2=O)cc1
  A: -1.8; B: -4; C: -21; D: 4; E: 6; F: -1.6; G: -4; H: -0.4; I: -1.8

compound: CN(C)CCCN1C(=O)C2CCc3[nH]c4ccccc4c3C2C1=O (stereo unspecified)
  A: -2.3; B: -11; C: 25; D: -5; E: 8; F: -2.2; G: -6; H: -0.6; I: 0.2

compound: CC(=O)c1ccccc1OC(=O)COc1ccc([N+](=O)[O-])cc1
  A: -0.7; B: 0; C: 41; D: -7; E: -3; F: 1.3; G: -6; H: 1.9; I: 0.1

compound: Cc1cc(-c2nnc(SCC(=O)NC3CCCC3)o2)no1
  A: -3.0; B: 4; C: 15; D: -13; E: 0; F: -2.4; G: -3; H: -0.8; I: 0.6

compound: COc1ccc(NS(=O)(=O)NC(=O)c2c[nH]c3ccccc23)cc1
  A: -3.0; B: 4; C: 40; D: -9; E: -1; F: -4.0; G: 2; H: 1.5; I: -0.5

compound: O=c1c(-c2ccccc2)coc2c(CN3CCOCC3)c(O)ccc12
  A: -3.3; B: 1; C: -3; D: -5; E: 5; F: -4.0; G: 0; H: 0.0; I: -0.6

compound: O=C1COc2ccccc2CN1
  A: -2.5; B: -4; C: 12; D: -11; E: 1; F: -0.4; G: 1; H: -0.2; I: 0.9

compound: CO/N=C(/CS(=O)Cc1ccc(Cl)cc1)c1ccc(Cl)cc1 (stereo unspecified)
  A: -1.6; B: -18; C: 7; D: 6; E: -11; F: -1.9; G: -5; H: -1.9; I: -2.0

compound: Cc1cccc(C)c1NC1=C(Cl)C(=O)OC1OC(=O)c1ccccc1 (stereo unspecified)
  A: -2.7; B: -8; C: -13; D: -14; E: -2; F: -1.8; G: -1; H: 0.2; I: -0.8

compound: Cc1nnc(NC(=O)C2CC(=O)N(C(C)c3ccccc3)C2)s1 (stereo unspecified)
  A: -2.7; B: -11; C: 8; D: -12; E: 4; F: -0.9; G: 0; H: -0.2; I: 0.4

compound: CC1CCc2nc(NC(=O)CCSc3ccccc3)sc2C1 (stereo unspecified)
  A: -3.2; B: 2; C: 18; D: -9; E: -1; F: -1.9; G: 0; H: 0.2; I: 0.6

compound: COc1ccc(Br)cc1/C=C/C(=O)NC(=S)Nc1ccc(Cl)c(C(=O)O)c1
  A: -0.9; B: -23; C: 30; D: -1; E: 14; F: -5.2; G: -7; H: -0.3; I: -0.3

compound: CC(=O)Nc1ccc(NC(=O)COc2ccc(S(=O)(=O)N3CCCC3)cc2C)cc1
  A: -3.3; B: -29; C: 18; D: -4; E: -3; F: -1.2; G: -8; H: 2.4; I: 1.3

compound: S=C(Nc1ccc(Cl)cc1)Nc1ccc2c(c1)OCCO2
  A: -1.4; B: -9; C: 27; D: -6; E: -1; F: -1.7; G: 1; H: /; I: /

compound: COc1ccccc1CNC(=S)NCc1ccc(Cl)cc1
  A: -5.7; B: -14; C: -19; D: 11; E: -8; F: -5.2; G: -1; H: 3.0; I: 4.1

compound: Cc1cc2ncn(C(=O)N3CCOCC3)c2cc1C
  A: -4.4; B: -2; C: -3; D: -5; E: 0; F: -5.4; G: -4; H: 0.8; I: -0.4

compound: CCOC(=O)C1(CCc2ccccc2)CCN(Cc2ccc(C(=O)OC)cc2)CC1
  A: 0.2; B: 8; C: 45; D: 4; E: -26; F: 1.4; G: -2; H: 0.2; I: -1.3

compound: O=C(CCC(=O)OCc1ccc(Br)cc1)Nc1ccccc1
  A: 0.8; B: 6; C: 11; D: -5; E: -7; F: 1.5; G: 1; H: -0.2; I: -0.3

compound: COC(=O)c1c(NC(=O)C2SC(=NC3CCCCC3)C(C(N)=O)=C2N)sc2c1CCCC2 (stereo unspecified)
  A: -4.0; B: -7; C: 4; D: 3; E: 10; F: -1.9; G: -8; H: -0.1; I: -0.8

9 entries from above, reformatted:
compound,IMP-1 inhibitor,DNA FID counter,PHOSPHO1 inh,GPR7 antagonist,HCV NS3 hel inh,VIM-2 inh,GalR3 antag,V1R ag counter,OXTR agonist
CC1CCc2nc(NC(=O)CCSc3ccccc3)sc2C1 (stereo unspecified),-3.2,2,18,-9,-1,-1.9,0,0.2,0.6
COc1ccc(Br)cc1/C=C/C(=O)NC(=S)Nc1ccc(Cl)c(C(=O)O)c1,-0.9,-23,30,-1,14,-5.2,-7,-0.3,-0.3
CC(=O)Nc1ccc(NC(=O)COc2ccc(S(=O)(=O)N3CCCC3)cc2C)cc1,-3.3,-29,18,-4,-3,-1.2,-8,2.4,1.3
S=C(Nc1ccc(Cl)cc1)Nc1ccc2c(c1)OCCO2,-1.4,-9,27,-6,-1,-1.7,1,/,/
COc1ccccc1CNC(=S)NCc1ccc(Cl)cc1,-5.7,-14,-19,11,-8,-5.2,-1,3.0,4.1
Cc1cc2ncn(C(=O)N3CCOCC3)c2cc1C,-4.4,-2,-3,-5,0,-5.4,-4,0.8,-0.4
CCOC(=O)C1(CCc2ccccc2)CCN(Cc2ccc(C(=O)OC)cc2)CC1,0.2,8,45,4,-26,1.4,-2,0.2,-1.3
O=C(CCC(=O)OCc1ccc(Br)cc1)Nc1ccccc1,0.8,6,11,-5,-7,1.5,1,-0.2,-0.3
COC(=O)c1c(NC(=O)C2SC(=NC3CCCCC3)C(C(N)=O)=C2N)sc2c1CCCC2 (stereo unspecified),-4.0,-7,4,3,10,-1.9,-8,-0.1,-0.8
